15-hLO-2 inh = blocks human 15-lipoxygenase 2 activity | purified 15hLO-2, xylenol orange hydroperoxide absorbance | O15296 | 110,000 tested, 0.56% active | Potency, µM (titrated, usually from 57.1 µM), inactives show at the highest dose activity change, negative = inhibition, actives largely listed as inhibitors; also: potency is read from the fitted curve at half-maximal effect; nearly all actives have a fitted effect of over 60% in size; many of its hits are not listed in these tables
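Purified human 15hLO-2 (50 nM final) preincubated with compounds 15 min at room temperature in 25 mM Hepes pH 7.5, 0.01% Triton X-100, then 45 uM arachidonic acid added for 90 min; hydroperoxide detected via ferrous/xylenol orange, 573/405 nm absorbance ratio.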
PNC assembly inh = perinucleolar compartment assembly inhibition. PC3M PTB-GFP, PNC prevalence imaging, 16 h; hits give low values. activity change (PNC), negative = inhibition, % at 10 µM. 140,000 tested, 3.1% active. AID 2417;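 active = readout at or below -70, meaning at least 70% loss of cells showing the perinucleolar compartment, a nuclear body marking cancer cells; inconclusive = readout between -30 and a set limit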;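 also: plate controls were DMSO wells for no effect and camptothecin positive control wells for full effect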
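Compounds are pinned in duplicate onto adhered PC3M cells stably expressing GFP-tagged PTB and incubated 16 h at 37 C. Cells are then fixed, nuclei stained with Hoechst, and PNC-positive cells counted.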
ALOX12 inhib = inhibitors of human 12-lipoxygenase (ALOX12). P18054. purified 12-hLO, xylenol orange hydroperoxide absorbance. Potency, µM (titrated, usually from 57.1 µM), for the others: at the highest dose activity change, negative = inhibition, most hits filed as inhibitors. 150,000 tested, 0.12% active. AID 1452; also: potency is read from the fitted curve at half-maximal effect; nearly all actives have a fitted effect of over 55% in size; many of its hits are not listed in these tables
Target sequence (P18054 whole entry, looked up): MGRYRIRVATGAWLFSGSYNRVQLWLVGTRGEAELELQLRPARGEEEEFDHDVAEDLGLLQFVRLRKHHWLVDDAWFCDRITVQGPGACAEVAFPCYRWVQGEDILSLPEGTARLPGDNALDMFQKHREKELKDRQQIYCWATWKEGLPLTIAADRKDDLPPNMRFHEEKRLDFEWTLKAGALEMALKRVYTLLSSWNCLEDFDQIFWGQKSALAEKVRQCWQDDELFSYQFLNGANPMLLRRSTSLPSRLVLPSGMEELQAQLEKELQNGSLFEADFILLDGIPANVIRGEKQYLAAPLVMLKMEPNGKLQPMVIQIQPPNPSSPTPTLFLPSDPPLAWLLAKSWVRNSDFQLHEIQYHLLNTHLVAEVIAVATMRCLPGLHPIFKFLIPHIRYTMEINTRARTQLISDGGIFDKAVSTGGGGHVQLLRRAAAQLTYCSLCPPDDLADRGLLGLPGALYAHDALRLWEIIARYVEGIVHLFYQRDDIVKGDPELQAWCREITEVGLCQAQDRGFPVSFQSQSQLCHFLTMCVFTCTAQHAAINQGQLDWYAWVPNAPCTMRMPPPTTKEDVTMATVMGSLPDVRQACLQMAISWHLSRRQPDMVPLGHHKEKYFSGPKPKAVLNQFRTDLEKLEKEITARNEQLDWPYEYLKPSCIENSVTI
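150 nM 12hLO, 25 mM Hepes pH 7.0 + 0.01% Triton X-100; cpd preinc 15 min RT; 40 uM arachidonic acid, 30 min RT; Fe-XO 30 min; A573/A405 ratio as read-out.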
IMPase cell inh = membrane-permeable compound that blocks inositol monophosphatase; inhibition (IP1 accumulation), % at 46.1 µM; CHO-M1 cells, IP1 accumulation, HTRF TR-FRET ratio; 120,000 tested, under 10 active; active = well fitted curve in the direction sought with a large enough effect in the signal ratio, not every such curve was filed as active; inconclusive = small, poorly fitted or top-dose-only effect, or a change in a side signal; inactive = no such curve, though single readings can be large or run the other way; the % refers to the signal ratio;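 also: cells stimulated with carbachol in lithium chloride buffer; plate controls were DMSO basal wells for no effect and reference inhibitor wells for full effect; higher means more IMPase inhibition seen as more IP1 and lower FRET ratio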
Target sequence (P97697 whole entry, looked up): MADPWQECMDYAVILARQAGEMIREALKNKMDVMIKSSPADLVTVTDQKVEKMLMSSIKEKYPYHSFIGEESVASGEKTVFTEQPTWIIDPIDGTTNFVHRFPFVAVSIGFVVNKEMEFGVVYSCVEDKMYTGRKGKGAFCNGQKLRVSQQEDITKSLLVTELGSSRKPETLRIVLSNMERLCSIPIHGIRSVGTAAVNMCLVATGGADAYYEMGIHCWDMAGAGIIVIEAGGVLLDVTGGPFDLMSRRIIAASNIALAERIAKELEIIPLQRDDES
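CHO-M1, 2000 cells/well, cultured 16–30 h; cpd up to 46 uM; carbachol (50 uM solution, stimulation buffer w/ 50 mM LiCl, pH 7.4), 30 min 37C; IP-One TR-FRET, 10 min RT; Ex 320/Em 665, 620; Hill-fit AC50.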
The depositor's hits bear a star; ? = inconclusive; · = not tested or not shown; [ ] = remark or other dose. Unless noted, calls follow the shape of the dose curve; as a rule, active = well fitted curve in the direction sought with a large enough effect; inconclusive = small, poorly fitted or top-dose-only effect, or another doubt; inactive = no such curve, though single readings can be large; an effect the other way counts as inactive or inconclusive. Unless noted, % is scaled to controls: 0 for no effect and ±100 for the full control effect. A portion of the library; the hit share may differ from the screen's.

canonical_smiles	15-hLO-2 inh	PNC assembly inh	ALOX12 inhib	IMPase cell inh
O=C(N1CCCCCC1)N1CCN(C(=O)N2CCOCC2)CC1	5.8%[2.29 µM]	34.9	6.5%	-3.8
COc1ccc(N2C(=O)CC(S/C(N)=N/N=C(\C)c3cccs3)C2=O)cc1 (stereo not drawn)	-7.8%	77.4	0.9%	0.8
O=C1OC(NC(=O)c2ccccc2)C(n2cc(CO)nn2)=C1Cl (stereo not drawn)	3.1%	20.1	-14.6%	2.1
O=C(NCc1cccs1)c1ccc([N+](=O)[O-])cc1	·	79.2	1.0%	0.6
Cc1ccc(Cl)cc1N1CCN(C(=O)CN(C2CCCCC2)S(C)(=O)=O)CC1	·	?	-3.9%	6.6
Cc1ccc(Cn2c(SCC(C)C)nc3c2c(=O)n(C)c(=O)n3C)cc1	7.6%	?	1.1%	-6.5
O=C(CSc1nnnn1-c1ccc(F)cc1)NC1CCCCC1	-1.3%	13.4	3.9%	-5.6
CC(=O)c1ccc[nH]1	-0.8%	·	2.2%	·
COc1ccc(-c2nc(CSCC(=O)NCC3CCCO3)c(C)o2)cc1OC (stereo not drawn)	·	29.5	7.5%	3.9
COc1ccc(C2C(C(=O)Nc3cccc(C)n3)c3ccccc3C(=O)N2C)cc1 (stereo not drawn)	19.7%	12.0	-6.3%	-0.9
CC(C)OCCCNC(=O)c1ccc2c(c1)ncn2C1CCCC1	·	-5.6	-2.0%	·
O=C(/C=C/c1ccccc1)Nn1cnnc1	-11.1%	4.0	-2.6%	3.4
COc1ccc(NC(=O)CSc2nc3ccccc3c3nc4ccccc4n23)cc1	·	34.1	-0.8%	·
COc1cccc(NC(=S)N2CCN(Cc3ccccc3)CC2)c1	·	103.2	1.1%	·
Cc1cc(C)nc(NC(=O)c2ccc(OC(C)C)cc2)n1	0.6%	-11.4	0.5%	-4.1
Cc1ccc(-c2csc(NC(=O)COc3ccc(N(C)S(=O)(=O)c4ccc(C)cc4)cc3)n2)cc1	·	?	-4.3%	·
Cc1nc2ncnn2c(C)c1CCC(=O)NC(C)CCc1ccco1 (stereo not drawn)	-3.3%	?	3.9%	-3.2
COc1cc(C(=O)Oc2ccccc2/C=N/NC(=O)c2ccc(Cl)cc2)cc(OC)c1OC	·	?	-6.3%	·
CC1(C)CC(=O)CC(C)(C)N1OC(=O)c1ccccn1	3.3%	41.5	2.3%	10.2
O=C(Nc1ccccc1Cl)c1ccccc1S(=O)(=O)c1ccccc1[N+](=O)[O-]	·	?	-0.5%	3.5
COCCCNC(=O)c1c(N)n(/N=C/c2cccnc2)c2nc3ccccc3nc12	-5.4%	18.8	-3.1%	6.4
CCOc1cc(/C=C2/C(=N)N3OC(C)=CC3=NC2=O)ccc1OCCOc1ccccc1	-12.2%	-21.3	-8.7%	6.5
NC(=O)c1oc2ccccc2c1NC(=O)c1ccco1	-0.6%	-8.7	-4.6%	1.7
CC1CCC/C(=C\Nc2ccc(O)cc2)C1=O (stereo not drawn)	-16.4%	13.0	?	17.7
COc1cc(C)nc(N(C)C(C)=O)n1	·	73.3	-0.3%	·
Cc1ccc(Cc2cnc(NC(=O)c3cccs3)s2)cc1	21.6%	42.3	-20.6%	3.2
COc1cccc(-c2nc(CS(=O)(=O)CC(=O)NCCC(C)C)c(C)o2)c1	·	-26.4	-1.7%	-5.1
COCCNC(=O)C(c1ccccc1)N(CCOC)C(=O)Cn1nnc2ccccc21 (stereo not drawn)	-5.7%	-20.8	5.3%	2.6
CCOC(=O)C1=C(c2ccccc2)N(C)C(=O)NC1c1ccc(OC(F)F)c(OC)c1 (stereo not drawn)	3.3%	18.7	-1.4%	6.3
Cc1ccc(S(=O)(=O)N2CCN(C(=O)CC3CCCC3)CC2)cc1	-1.0%	?	1.8%	-0.5

More entries:
canonical_smiles	15-hLO-2 inh	PNC assembly inh	ALOX12 inhib	IMPase cell inh
CS(=O)(=O)N1CCN(c2ccc(NC(=O)CSc3ccc(Cl)cc3)cc2)CC1	-4.4%	12.0	-0.9%	-1.5
O=C(Cn1ccc(C(F)(F)F)n1)N/N=C/c1ccc2c(c1)OCO2	·	?	2.5%	1.8
CC1CCCCC1NC(=O)C1CCN(C(=O)c2sccc2-n2cccc2)CC1 (stereo not drawn)	7.1%	?	2.9%	-20.6
O=C(Nc1nccs1)c1ccc(Br)o1	·	-100.0*	4.4%	-4.1
COC(=O)[C@H]1C[C@@H]1[C@H](NC(=O)c1cc(C)nn1C)c1ccccc1	3.9%	·	0.7%	·
CCCn1c(SCC(=O)NCCc2ccccc2)nnc1-c1cccnc1	2.4%	-0.5	-2.3%	-12.7
CCOCCCNS(=O)(=O)c1ccc2c(c1)oc(=O)n2CC(=O)OCC	-0.8%	6.8	-1.1%	-1.3
COc1ccccc1C1SCCN1S(C)(=O)=O (stereo not drawn)	4.7%	76.9	7.3%	6.3
CCOC(=O)c1ccc(NC(=O)CCNC(=O)c2ccc([N+](=O)[O-])cc2)cc1	·	?	-1.9%	·
Nc1c(-c2ccccc2Cl)cnn1-c1cccc([N+](=O)[O-])c1	-2.0%	-1.3	0.7%	8.2
COc1cc(C)nc(NC(=O)COc2ccc(Cl)cc2C)n1	-3.3%	?	-2.3%	1.3
CC1OC2(C)OC(=N)C1(C#N)C(C#N)(C#N)C2c1ccccc1 (stereo not drawn)	·	-19.5	-3.4%	·
Nc1nc(-c2ccccc2)cc(-c2ccccc2O)n1	-2.0%	-26.3	-8.8%	6.4
CC(C)=CC(=O)OCC(=O)NC(=O)NC(C)(C)C	0.9%[2.29 µM]	-22.3	4.5%	-1.1
CCOC(=O)c1nc(Nc2ccc(C)cc2)c2ccccc2n1	1.9%	-2.6	-5.8%	2.1
CCn1c(Cc2ccccc2)nnc1SCc1nc2ccccc2c(=O)[nH]1	-1.5%	15.9	-2.6%	5.7
COc1cc(/C=N/NC(=O)c2sc(N)c(C#N)c2C)ccc1O	6.7%	27.0	-1.9%	6.9
CCOC(=O)c1c(C)c(C(=O)Nc2ccc3c(c2)OCCO3)c(C)n1C	-5.7%	32.7	8.9%	-7.1
O=C(c1csnn1)N1CCC2(CCCN(C(c3ccccc3)c3ccccc3)C2)CC1	0.2%	·	-0.5%	·
CC(C)c1ccc(/C=C/C(=O)n2nnc3ccccc32)cc1	7.1%	-19.4	-7.3%	-14.6
Cc1cc(C)c2cc(C)c3nnc(SCC(=O)NCc4ccc5c(c4)OCO5)n3c2c1	-13.2%	?	1.0%	-4.6
O=c1c(-c2ccccc2)n[nH]c2ccccc12	-6.1%	9.7	-4.7%	4.9
Cc1cc(C(=O)NNC(=S)NCc2ccco2)n(C)n1	·	?	1.9%	-0.8
CCCCCCSc1nc2c(c(=O)[nH]c(=O)n2C)n1C	0.5%	?	-7.1%	3.3
COc1ccc(S(=O)(=O)Nc2ccccc2C(F)(F)F)cc1	1.0%	4.7	-5.1%	21.8
O=C(NCc1ccc2c(c1)OCO2)C1CCC(CNS(=O)(=O)c2cccc3nsnc23)CC1 (stereo not drawn)	7.9%	?	-3.8%	1.2
C=CCc1ccccc1OCC(O)CN1CCN(c2ccc(OC)cc2)CC1 (stereo not drawn)	45.2%[activator]	?	-4.0%	-13.7
COc1ccc(NC(=O)c2cc3n(n2)C(C(F)(F)F)CC(c2ccco2)N3)cc1 (stereo not drawn)	1.0%	33.2	0.9%	8.6
N#CCCN(C(=O)Nc1ccc(Cl)cc1)c1ccccc1	-3.2%	?	-0.5%	-7.8
Cc1sc2ncnc(SC(C)C#N)c2c1C (stereo not drawn)	-0.7%	35.7	-7.7%	5.8

Carrying on.
canonical_smiles	15-hLO-2 inh	PNC assembly inh	ALOX12 inhib	IMPase cell inh
CN(C)CCCN(C(=O)c1ccc2c(c1)CCCC2)c1nc2ccc(Cl)cc2s1	·	27.7	-0.8%	-7.6
CCOC(=O)C1CCN(c2c(NCCCN3CCN(Cc4ccccc4)CC3)c(=O)c2=O)CC1	13.0%	-11.1	4.3%	6.6
Cc1ccc2c(c1)C(N1CCN(C)CC1)=Nc1cccnc1N2	18.8%	·	4.5%	17.7
CC1=Nn2c(nnc2-c2n[nH]c3c2CCC3)SC1	5.7%	?	4.8%	4.7
Cc1cccc(C)c1NC(=S)NC(C)CCc1ccccc1 (stereo not drawn)	·	-82.3*	?	8.7
O=C(NNC(=O)C1CC(c2cccnc2)=NO1)Nc1cccc(F)c1 (stereo not drawn)	-0.5%	-14.6	-4.5%	-2.1
C/C(CC(=O)NC1C2CC3CC(C2)CC1C3)=N\NC(=O)Cc1cccs1 (stereo not drawn)	·	24.1	1.0%	·
COC(=O)c1c(Cc2ccccc2Cl)c[nH]c1C	·	-6.6	-1.3%	·
COc1cc(CC(=O)N2CCc3ccccc32)cc(OC)c1OC	-0.6%	?	-1.1%	-9.4
O=C1CCCc2c1cc(-c1ccccc1)n2-c1ccccc1	-0.7%	20.1	-5.0%	7.0
Cc1cccc(-n2cnc3c(c2=O)c2nc4ccccc4nc2n3Cc2ccco2)c1	-28.4%	5.9	-26.1%	11.3
CC(C)CC(=O)Nc1ccc(C(=O)NNC(=S)NC(=O)C2CCCCC2)cc1	37.5%[activator]	?	-19.1%	-7.0
COc1ccc(C(=O)/C=C2\NCC3c4ccccc4CCN3C2=O)cc1 (stereo not drawn)	-15.1%	-28.0	2.2%	5.9
CCCCNc1cc(C)nc(NCc2ccccc2)n1	48.8%[activator]	6.0	-8.7%	6.7
CN(C)c1ccc(NC(=S)NCC2CCCO2)cc1 (stereo not drawn)	·	?	-0.2%	·
COc1ccc(CCNC(=O)CSc2nncs2)cc1	·	?	-2.1%	·
CCOc1ccc2ccccc2c1C(=O)N1CCOCC1	10.0%[2.29 µM]	?	-2.7%	-6.9
Cc1ccn2c(c1)nc(=S)n2C(=O)c1ccco1	·	19.5	3.6%	·
O=C(Nc1nc(-c2ccccc2)cs1)NC1CCCCC1	6.3%	-2.5	-1.1%	3.1
O=C(NNC1=C(C(=O)C(F)(F)F)CCC1)c1cccc(Cl)c1	6.0%	?	-2.0%	15.8
COc1ccc2c(=O)c(-c3cnn(-c4ccccc4)c3)c(C)oc2c1	-4.0%	-8.3	-5.6%	6.4
CC1(C)SC2C(N3C(=O)C(c4ccccc4)NC3(C)C)C(=O)N2C1C(=O)O (stereo not drawn)	7.4%	·	-2.1%	·
Clc1ccc(-c2cnc(Oc3ccccc3)nc2)cc1	-1.0%	28.1	4.0%	-3.6
CCCn1c2c(c(O)c(C(=O)Nc3nccs3)c1=O)CCCC2	8.0%	-11.1	-3.4%	6.7
CC(C)CNC(=O)NC(=O)COC(=O)c1ccccc1Sc1ccc(C(F)(F)F)cc1[N+](=O)[O-]	·	-5.1	1.2%	3.9
O=C(c1ccccc1)c1ccc(OC(=O)N2CCOCC2)cc1	-1.1%	45.7	1.8%	-3.1
CC(/C=N/n1c(-c2cc(C)[nH]n2)n[nH]c1=S)=C\c1ccccc1	·	-22.2	-7.7%	·
Cc1ccc(S(=O)(=O)N2CCCC2C(=O)Nn2cnnc2)cc1 (stereo not drawn)	-6.5%	-6.1	-2.5%	10.1
O=C(Nc1nc(-c2ccc3ccccc3c2)cs1)c1ccc(N2C(=O)CCC2=O)cc1	·	9.7	-1.1%	·

3 compounds already listed, arranged by their value in PNC assembly inh, ascending.
SMILES	PNC assembly inh
O=C(NNC(=O)C1CC(c2cccnc2)=NO1)Nc1cccc(F)c1 (stereo not drawn)	-14.6
COC(=O)c1c(Cc2ccccc2Cl)c[nH]c1C	-6.6
Cc1ccc(S(=O)(=O)N2CCCC2C(=O)Nn2cnnc2)cc1 (stereo not drawn)	-6.1

Screening data as filed in PubChem.
